# High-throughput results as filed in PubChem.
# HCV inh: blocks hepatitis C virus. Huh7.5.1 HCVcc-Cre infection, luciferase reporter, 44 h. Potency, µM (doses to about 41.8 µM), for inactives: at the highest dose activity change, negative = inhibition, most hits filed as inhibitors. 3.4% of 340,000 active; also: potency is read from the fitted curve at half-maximal effect
#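 HCVcc-Cre virus at an moi near 0.5 was added right after compound to cells cultured 4 h from seeding (1,000 cells/well). Luciferase activity was determined 44 h later, 15 min after substrate addition at RT.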
# AmpC detergent: AmpC beta-lactamase inhibition with detergent present; P00811; AmpC hydrolysis of nitrocefin, absorbance 480 nm, 0.01% Triton; Potency, µM (top dose mostly 114 µM), without a hit: at the top dose activity change, negative = inhibition, hits mostly inhibitors; 0.041% of 370,000 active; AID 485294;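 also: potency is read from the fitted curve at half-maximal effect; 0% = no-compound wells and -100% = no-enzyme wells; nearly all actives have a fitted effect of over 25% in size; some results filed as inactive show a strong effect at the top dose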
# Target sequence (P00811 whole entry, looked up): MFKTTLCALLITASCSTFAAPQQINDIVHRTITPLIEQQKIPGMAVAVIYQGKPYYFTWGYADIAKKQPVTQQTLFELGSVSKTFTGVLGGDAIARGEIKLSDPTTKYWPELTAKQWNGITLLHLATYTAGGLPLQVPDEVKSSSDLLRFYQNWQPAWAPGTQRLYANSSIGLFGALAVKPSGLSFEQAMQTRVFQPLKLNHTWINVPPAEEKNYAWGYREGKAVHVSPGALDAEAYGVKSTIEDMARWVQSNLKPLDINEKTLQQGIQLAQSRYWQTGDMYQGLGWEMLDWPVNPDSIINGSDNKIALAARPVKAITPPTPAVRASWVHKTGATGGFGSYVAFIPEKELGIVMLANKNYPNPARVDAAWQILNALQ
#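 AmpC (5.3 nM in the dispensed reagent) in 20 mM phosphate pH 7.0 with 0.01% (detergent screen) or 0.0001% Triton X-100 was preincubated with compounds for 15 min at room temperature. Nitrocefin was then added from an 800 uM solution, and hydrolysis was followed at 480 nm.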
# AMA1 RON2 block: inhibitors of Plasmodium falciparum AMA1-RON2 interaction; AlphaScreen AMA1-biotinylated RON2 peptide binding; Potency, µM (titrated, usually from 58.2 µM), for the others: top-dose activity change, negative = inhibition, usual class: inhibitors; 0.2% of 360,000 active; AID 720542;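 also: potency is read from the fitted curve at half-maximal effect; 0% = vehicle wells and -100% = peptide control; nearly all actives have a fitted effect of over 45% in size; some results filed as inactive show a strong effect at the top dose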
#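 AMA1 (3D7) with his tag at 25 nM final met compounds first, then biotinylated RON2 peptide at 25 nM; detection used donor plus acceptor beads, 10 µg/mL apiece, read by AlphaScreen after 30 min at room temperature.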
# FBPA Giardia inh: blocks Giardia fructose-bisphosphate aldolase activity; A8B2U2; purified Giardia FBPA; Potency, µM (doses to about 59.6 µM), for the others: at the top dose activity, negative = inhibition, usual class: inhibitors; 0.71% of 290,000 active; AID 2451; also: potency is read from the fitted curve at half-maximal effect; nearly all actives have a fitted effect of over 55% in size
# Target sequence (A8B2U2 whole entry, looked up): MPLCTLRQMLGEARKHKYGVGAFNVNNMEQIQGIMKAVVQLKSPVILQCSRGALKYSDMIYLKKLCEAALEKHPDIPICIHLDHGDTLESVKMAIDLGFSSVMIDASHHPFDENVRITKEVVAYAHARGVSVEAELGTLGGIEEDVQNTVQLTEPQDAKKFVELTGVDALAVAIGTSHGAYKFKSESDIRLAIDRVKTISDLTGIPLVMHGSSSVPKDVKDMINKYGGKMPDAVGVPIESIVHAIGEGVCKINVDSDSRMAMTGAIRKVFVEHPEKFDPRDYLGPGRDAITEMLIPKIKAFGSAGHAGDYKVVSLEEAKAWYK
#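 Giardia FBPA (40 nM reagent) was preincubated 10 min at RT with compound (up to 57.5 uM final), then substrate plus GAPDH/TPI/NAD/arsenate coupling system with diaphorase/resazurin was added; resorufin fluorescence (525/598 nm) was read after 20 min.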
# Sm TGR inh: S. mansoni TGR enzyme inhibition; Q962Y6; purified TGR, DTNB reduction, TNB absorbance 405 nm; Potency, µM (series often up to 114 µM), for the others: at the top dose activity change, negative = inhibition, most hits filed as inhibitors; 3% of 360,000 active; also: potency is read from the fitted curve at half-maximal effect; nearly all actives have a fitted effect of over 60% in size
#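 Kinetic colorimetric format: TGR-catalysed, NADPH-driven DTNB reduction monitored via TNB absorbance. Enzyme dispensed at 20 nM; compound exposure 15 min at room temperature before reaction start.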
# HCMV antiviral: human cytomegalovirus inhibition. HFF cells, HCMV-luciferase reporter, 72 h; active compounds read low. 4.5% of 410,000 active. activity change, negative = inhibition, % at 57.5 µM; in the data active = activity change below about -60%; inconclusive = no clear call, values can overlap the other calls; inactive = above about -39%
#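 Steps: HFFs plated, 16 h 37C; compounds added; HCMV-luciferase added to MOI 1 PFU/cell; 72 h 37C; OneGlo reagent, 5 min room temperature; luminescence read, normalized to controls.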
# The depositor's hits bear a star; u = inconclusive; x = no result given; & = joins results of further samples; [ ] = dose if it differs, or a comment. Unless noted, calls follow the shape of the dose curve; as a rule, active = well fitted curve in the direction sought with a large enough effect; inconclusive = small, poorly fitted or top-dose-only effect, or another doubt; inactive = no such curve, though single readings can be large; an effect the other way counts as inactive or inconclusive. Unless noted, % is scaled to controls: 0 for no effect and ±100 for the full control effect.
SMILES,HCV inh,AmpC detergent,AMA1 RON2 block,FBPA Giardia inh,Sm TGR inh,HCMV antiviral
Cc1oc(-c2ccc(Cl)cc2)nc1Cn1c(=O)cc(-c2ccccc2)c2c(C)nn(C)c21,x,-3.0%,x,x,-10.0%,-6.0
CN(CC(=O)Nc1cccc(F)c1)C(=O)C1(c2ccccc2)CC1,5.1%,-3.7%,19.8%,x,-2.2%,u
O=C(O)COCC(=O)Nc1ccc(-n2nc(C(F)(F)F)cc2-c2cccs2)cc1,4.1%,1.0%,-9.6%,18.2%,-3.2%,-11.4
Cc1cc(C)cc(N(C(=O)C2CCCC2)C2C=CS(=O)(=O)C2)c1 (configuration not stated),6.5%,-11.4%,15.7%,4.1%,-23.3%,-3.3
CCN(CC)Cc1c(O)ccc2c([N+](=O)[O-])c(C)n(-c3ccc(OC)cc3)c12,u,u,-6.2%,-0.8%,-15.6%,-95.9*
O=C(NCC(c1cccs1)N1CCOCC1)C1CCN(S(=O)(=O)c2cc(Cl)ccc2Cl)CC1 (configuration not stated),-12.2%,x,11.2%[11.6 µM],x,x,-15.0
CCN(CC)C(=O)CC(c1ccc(N(C)C)cc1)c1c(OC)cc(OC)c2c(-c3ccccc3)cc(=O)oc12 (configuration not stated),u,3.6%,22.4µM*,-0.4%&-3.0%,-5.6%,u
C/C(=N\NC(=S)NCc1ccccc1)c1ccco1,-21.1%,-6.7%,63.2%[activator],-1.4%,-20.0%,-8.9
OC1CCN(C(=S)NCCc2ccccc2)CC1,u,u,17.8%,-0.4%,-4.2%,40.9
C/C(=N\OCC(=O)OCC(=O)N(Cc1ccccc1)C(C)(C)C)c1ccc2c(c1)OCO2,33.6%[activator],0.5%,-17.0%,x,1.9%,-18.0
COc1ccc(-c2cc(C(=O)Nc3cc(OC)c(OC)c(OC)c3)no2)cc1OC,u,1.8%,4.8%,-6.9%,-1.3%,23.1
COc1ccc(C(=O)Nn2c(SCc3ccc([N+](=O)[O-])cc3)nc3ccccc3c2=O)cc1,-12.4%,-7.4%,-2.2%,9.0%,-25.7%,-21.3
CCCCC(=O)Nc1ccc2c(c1)nc1n2CCN(CCOC)C1,-3.5%,-9.6%,1.5%,-9.4%,-11.3%,-8.6
O=C(COC(=O)CNC(=O)c1cc(Cl)cc([N+](=O)[O-])c1)NC(=O)NCc1ccco1,35.7%[activator],x,14.1%,x,x,14.2
CCc1ccc(NC(=O)Cc2cn(C)c3ccccc23)cc1,15.0%,0.4%,1.1%,5.3%,-4.5%,41.0
CC1Cc2cc(/C(O)=C3/C(=O)C(=O)N(CCCn4ccnc4)C3c3cccnc3)ccc2O1 (configuration not stated),8.8%,-6.1%,4.7%,-2.3%,1.0%,2.0
O=C(CCc1ccccc1)Nc1ccccc1C(=O)N1CCOCC1,-5.0%,5.1%,-10.8%,1.8%,-3.8%,-24.2
COc1ccc(CNC(=O)C(c2ccncc2)N(C(=O)Cc2cccs2)c2cccnc2)cc1 (configuration not stated),5.5%,-5.2%,-7.6%,-2.0%,-10.0%,-0.5
CC(=O)c1cccc(NC(=O)/C(=C\c2ccco2)NC(=O)c2cccs2)c1,-9.6%,0.8%,1.6%,0.6%,-0.2%,27.6
CCOC(=O)c1[nH]ncc1CN1CCCC(C(=O)c2ccc(C(C)(C)C)cc2)C1 (configuration not stated),-5.4%,0.0%,0.0%,7.0%,-4.5%,-16.9
CCOC(=O)c1c(C)[nH]c(C(=O)COC(=O)CNC(=O)c2ccc(Cl)cc2Cl)c1C,12.8%,-3.8%,-13.0%,3.8%,-8.3%,-3.2
CCCCN(CC)CCNC(=O)c1cc2c(=O)[nH]c3ccc(C)cc3c2s1,u,3.4%,-5.2%,6.3%,-2.3%,-64.6*
NC(=O)CCc1nc2cc(C(F)(F)F)ccc2n(Cc2ccccc2)c1=O,-2.6%,-0.9%,7.4%,3.5%,4.9%,-14.4
CCOc1cc(NC(=S)NCc2ccco2)c(OCC)cc1NC(=O)c1ccco1,2.82µM*,2.4%,-6.4%,-14.3%,-31.1%,u
CC(=O)N1CC(C)Sc2ccc(S(=O)(=O)NCc3ccc(Cl)cc3)cc21 (configuration not stated),u,-1.6%,-9.3%,2.9%,10.5%,0.0
C=CCn1c(-c2csc(-c3ccccc3)n2)n[nH]c1=S,-17.1%,5.2%,-2.2%,-3.2%,-1.9%,24.8
CCc1ccc(NC(=O)C(C)OC(=O)CCN2C(=O)C3CC=CCC3C2=O)cc1 (configuration not stated),18.8%,x,23.0%,x,x,-29.5
CC(=O)Nc1cccc(CP(=O)(c2ccccc2)c2ccccc2)c1,28.3%,-5.0%,5.5%,0.2%,14.7%,28.2
O=C(COC(=O)c1ccc(Br)o1)NCc1ccccc1Cl,-3.2%,x,0.8%,x,x,-13.0
COC(=O)C1=C(c2cc3ccccc3o2)C[C@@H]2CC[C@H]1N2C(=O)NCCNC(C)=O,0.4%,x,-4.6%,x,x,-2.6
COc1ccc(OCC(=O)Nc2ccc(N3CCN(C(=O)c4ccccc4C)CC3)cc2)cc1,-22.5%,-5.5%,2.3%,1.7%,1.9%,u
COC(=O)CCNS(=O)(=O)c1ccc2ccccc2c1,-12.6%,u,10.2%,0.5%,-1.6%,-25.2
CC(=O)NS(=O)(=O)c1ccc(NC(=O)CSc2ccccc2)cc1,26.5%,0.7%,-0.4%,13.6%,0.9%,1.6
O=C(Nc1ccc(Cl)c(S(=O)(=O)N2CCOCC2)c1)[C@@H]1CCCN1C(=O)c1cccs1,-9.3%,2.6%,8.3%,x,-2.8%,-2.2
Cc1cc(C)n(-c2cc(N3CCN(S(=O)(=O)c4ccc(Cl)cc4)CC3)ccc2[N+](=O)[O-])n1,u,u,11.5%,1.2%,0.6%,u
CC(=O)N1CCc2cc(S(=O)(=O)NCCC(=O)NCCc3ccc(Cl)cc3)ccc21,u,1.7%,-3.1%,1.0%,1.9%,-74.9*
CC1CCN(c2ccc3c(c2)S(=O)(=O)c2cccc(C(=O)NC4CCCCC4)c2C3=O)CC1,u,-3.3%,4.3%,x,-4.7%,28.9
Cc1cc(C)n(CCOc2nonc2N)n1,3.4%,u,-0.9%,-10.3%,-6.0%,-27.4
COC(=O)CCC/C=C1/SCC(NC(=O)c2ccccc2)C1NC(C)=O (configuration not stated),-3.3%,3.3%,-10.5%,5.5%,x,-25.5
O=C(COc1ccc(C(=O)c2ccccc2)cc1)NC1CCCCCC1,11.2µM*,0.1%,-1.8%,4.9%,8.1%,u
NS(=O)(=O)c1cc(Cl)c(Cl)c(S(N)(=O)=O)c1,u,-12.6%,17.9%,2.4%[21.7 µM],-1.4%,-13.7
COCCOc1ccc(C(F)(F)F)cc1Nc1nc2ccccc2o1,14.1µM*,-2.4%,30.6%[activator],-8.6%,9.6%,21.2
CCOP(=O)(c1ccccc1)C1(O)CCCCC1 (configuration not stated),11.2%,-6.0%,-7.6%,3.6%,-2.6%,-2.4
CN1C(=O)[C@@H]2[C@@H]3C[C@@H]([C@H]4ON=C(c5ccc(Cl)cc5)[C@@H]34)[C@@H]2C1=O,-9.5%,-5.2%,-9.3%,3.6%,4.6%,u
CC(C)OCCCNCc1cccs1,4.5%,-3.8%,-0.3%,-2.5%,u,-2.2
O=C(O)/C=C/c1cccc(NC(=O)Nc2ccc([N+](=O)[O-])cc2)c1,-7.4%,-10.2%,-8.0%,23.1%,17.5%,u
O=C(O)Cc1c(-c2ccccc2Cl)c2cc(Br)ccc2[nH]c1=O,20.8%,-1.6%,-1.0%,9.8%,-7.5%,-13.9
CN1C(=O)N(C)C(=O)C2(Cc3c(nc4ccccn4c3=O)N3CCC(Cc4ccccc4)CC32)C1=O (configuration not stated),x,u,x,0.5%,0.0%,x

# A run of entries from further up, for reference:
SMILES,HCV inh,AmpC detergent,AMA1 RON2 block,FBPA Giardia inh,Sm TGR inh,HCMV antiviral
CC1CCN(c2ccc3c(c2)S(=O)(=O)c2cccc(C(=O)NC4CCCCC4)c2C3=O)CC1,u,-3.3%,4.3%,x,-4.7%,28.9
Cc1cc(C)n(CCOc2nonc2N)n1,3.4%,u,-0.9%,-10.3%,-6.0%,-27.4
COC(=O)CCC/C=C1/SCC(NC(=O)c2ccccc2)C1NC(C)=O (configuration not stated),-3.3%,3.3%,-10.5%,5.5%,x,-25.5
O=C(COc1ccc(C(=O)c2ccccc2)cc1)NC1CCCCCC1,11.2µM*,0.1%,-1.8%,4.9%,8.1%,u
NS(=O)(=O)c1cc(Cl)c(Cl)c(S(N)(=O)=O)c1,u,-12.6%,17.9%,2.4%[21.7 µM],-1.4%,-13.7

# More entries.
SMILES,HCV inh,AmpC detergent,AMA1 RON2 block,FBPA Giardia inh,Sm TGR inh,HCMV antiviral
Cc1[nH]c2ccccc2c1C(=O)CN1CCSCC1,9.6%,-7.8%,-6.2%,3.4%,u,-21.6
CCOc1ccc(S(=O)(=O)N(CC(=O)NCCc2ccc(OC)cc2)c2ccccc2)cc1,x,0.8%,x,x,-9.4%,7.2
COC(=O)C1=C(c2ccc(Cl)c(C(F)(F)F)c2)C[C@@H]2CC[C@H]1N2C(=O)NC(C)C,-20.6%,-6.5%,-5.4%,x,-11.6%,31.4
CC(C)Oc1ccc(CNC(=O)CC(c2ccccc2)c2cc(Cl)ccc2O)cc1 (configuration not stated),u,u,-0.7%,-7.8%,12.1%,-23.8
COc1ccc(S(=O)(=O)N2CCOC2CNC(=O)C(=O)NCC(C)C)cc1 (configuration not stated),x,-13.2%,-4.5%,x,-2.4%,-37.5
CN(C)/C=N/c1cnc(C(=O)c2ccc(Cl)cc2)n1C,0.4%,-9.0%,-19.8%,-8.2%,0.0%,52.6
CS(=O)(=O)N(Cc1ccc(Cl)cc1)c1ccc(C(=O)Nc2cccnc2)cc1,-21.1%,u,0.2%,9.0%,0.0%,u
NC(=O)C1(N2CCCCC2)CCN(CC(=O)Nc2ccc(Oc3ccccc3)cc2)CC1,u,-5.0%,-2.8%,-9.3%,7.7%,-32.1
CCOC(=O)c1c(NC(=O)c2cc(C)oc2C)sc(C(=O)Nc2ccc(Cl)cc2)c1C,-15.2%,-7.1%,-11.6%,0.6%,9.4%,41.5
O=C(N[C@@H](Cc1ccccc1)C(=O)O)c1c(F)c(F)c(F)c(F)c1F,22.9%,7.8%,23.8%,-1.5%,3.7%,-12.3
Cc1ccc(C)n1-c1ccc(C(=O)/C=C/N(C)C)cc1,u,-13.0%,-10.0%,0.7%,31.6µM*,24.3
NCCCCCNC(=O)c1nc[nH]c1C(=O)NCC(=O)OCc1ccccc1,17.8%,x,57.9%[activator],x,x,-3.9
COc1ccc(C2CC(c3cccs3)=NN2C(=O)CCC(=O)O)cc1OC (configuration not stated),4.2%,-22.7%,-5.8%,9.9%,5.6%,-1.9
COCCCN1C(=O)C(=O)/C(=C(/O)c2ccc(C)cc2)C1c1ccccc1 (configuration not stated),8.7%,-10.8%,-4.5%,9.8%,1.1%,50.6
COc1ccc2[nH]c3c(c2c1)CCN1C(=O)C(CC(=O)NCc2ccco2)C[C@H](C(=O)N2CCOCC2)[C@@]31CCC1CCCC1 (some centres not stated),-9.9%[8.37 µM],x,-22.7%,x,x,-16.0
Cc1cccc(C(=O)NCCNC(=O)c2cnccn2)c1,7.1%,-11.4%,10.7%,7.1%,-8.7%,17.8
